Bioassay records from PubChem.
NOD2-RIPK2 inh: blocks binding of human NOD2 to RIPK2; CHO BLA complementation NOD2-RIPK2, CCF4 ratio; inhibition, % at 4.98 µM; AID 624267; hit rate 0.38% among 360,000; in the data active = inhibition above about 21%;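 also: 0% = vehicle only and 100% = reference blocker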
LRH-1 inv ag: suppresses constitutive activity of human LRH-1. O00482. HEK293T StAR-luciferase reporter, LRH-1 transfected, 24 h. inhibition, % at 3.6 µM. hit rate 0.13% among 360,000;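 active = inhibition above the mean inhibition of all tested compounds plus 3 SD, cut at about 73% in these data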;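 also: 0% = DMSO wells and 100% = reporter-only cells lacking LRH-1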
Target sequence (O00482 whole entry, looked up): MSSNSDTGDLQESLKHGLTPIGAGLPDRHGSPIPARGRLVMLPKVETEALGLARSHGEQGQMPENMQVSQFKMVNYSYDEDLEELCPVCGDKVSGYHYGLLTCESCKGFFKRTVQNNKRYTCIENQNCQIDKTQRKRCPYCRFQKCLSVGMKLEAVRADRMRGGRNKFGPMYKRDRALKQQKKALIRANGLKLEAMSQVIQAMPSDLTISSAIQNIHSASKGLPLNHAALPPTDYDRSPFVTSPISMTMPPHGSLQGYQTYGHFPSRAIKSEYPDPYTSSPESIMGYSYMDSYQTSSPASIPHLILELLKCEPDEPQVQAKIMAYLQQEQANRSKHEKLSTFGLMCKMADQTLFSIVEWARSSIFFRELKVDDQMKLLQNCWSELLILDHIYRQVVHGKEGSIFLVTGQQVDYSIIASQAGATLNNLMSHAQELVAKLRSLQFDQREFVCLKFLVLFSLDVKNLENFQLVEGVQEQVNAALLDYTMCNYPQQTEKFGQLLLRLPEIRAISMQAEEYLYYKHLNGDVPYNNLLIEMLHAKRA
TROY signal inh: TROY signaling inhibition | Q293 LMP1-TROYcd NF-kB luciferase reporter, 4 h | inhibition, % at 10 µM | hit rate 0.98% among 360,000 | AID 1347056;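 active = compounds whose plate-normalised and pattern-corrected inhibition of the luciferase reporter signal at the single screening dose is 50% or more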
SRC2 inh: human SRC2 (NCOA2) inhibition | Q15596 | HEK293 GAL4-SRC2 luciferase reporter, luminescence | hit rate 0.17% among 370,000 | inhibition, % at 9 µM;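 active = inhibition above the mean inhibition of all tested compounds plus 3 SD, set per campaign, cut at about 52% in these data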;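 also: 0% = DMSO treated cells and 100% = cells given Gossypol at 36 µM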
Vif inh: blocks HIV Vif function | HEK293T cells, Vif self-association by quenched fluorescence, imaging, 24 h | hit rate 0.35% among 340,000 | AID 602346 | inhibition, % at 7.49 µM; in the data active = inhibition above about 50%, passing the limit was not always enough; inconclusive = no clear call, values can overlap the other calls; inactive = below about 31%; also: some results filed as inactive read as strong as hits
TLR9-MyD88 inh: blocks human TLR9 binding to MyD88; Q9NR96+Q99836; CHO BLA complementation TLR9-MyD88, CCF4 FRET ratio; inhibition, % at 4.98 µM; hit rate 0.21% among 340,000;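 active = inhibition above the mean over all tested compounds plus 3 SD, cut at about 21% in these data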;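 also: 0% = DMSO only wells and 100% = clavulanate BLA inhibitor control wells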
SRC3 inh: inhibits human SRC3 coactivator; Q9Y6Q9; HEK293 GAL4-SRC3 luciferase reporter, luminescence; inhibition, % at 3.6 µM; hit rate 0.17% among 360,000; AID 588352;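 active = inhibition above a per-campaign cutoff, the mean of all compounds plus 3 SD, cut at about 60% in these data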;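 also: 0% = DMSO-treated cells and 100% = gossypol-treated cells at 36 µM; higher means less SRC3-driven luciferase light from the GAL4 reporter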
EBV LMP1 NFkB: Epstein-Barr LMP1 NF-kappaB reporter inhibition | LMP1-induced NF-kappaB luciferase reporter cells, luminescence | AID 504558 | hit rate 0.69% among 350,000 | inhibition, % at 12.5 µM; in the data active = inhibition above about 41%; inconclusive = no clear call, values can overlap the other calls;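 also: 0% = neutral control wells and 100% = reference inhibitor control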
TRAIL sens C8: sensitizes caspase-8 expressing cells to TRAIL | inhibition (viability loss, TRAIL sensitization), % at 10 µM | hit rate 1% among 360,000 | NB7+C8 cells + TRAIL, ATPlite viability luminescence;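 active = compounds causing at least 50% loss of cell viability in the single-dose screen, relative to plate controls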
NCOA1 inh: inhibits human SRC1 coactivator | AID 588354 | hit rate 0.12% among 360,000 | HEK293 GAL4-SRC1 luciferase reporter, luminescence | Q15788 | inhibition, % at 3.6 µM;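 active = inhibition above the campaign mean plus 3 SD, with each screening campaign given its own cutoff, cut at about 60% in these data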;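 also: 0% = DMSO treated cells and 100% = gossypol at 36 µM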
NR2F2 inh: inhibitors of human COUP-TFII (NR2F2). P24468. HEK293T NGFI-A luciferase reporter, luminescence. inhibition, % at 8.6 µM. hit rate 0.7% among 370,000. AID 686940;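 active = inhibition above a per-plate cutoff, mean inhibition of test wells between control levels plus 3 SD, cut at about 38% in these data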;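 also: cells cotransfected with COUP-TFII expression vector driving the NGFI-A reporter; 0% = median of COUP-TF2 test wells and 100% = reporter-only cells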
Target sequence (P24468 whole entry, looked up): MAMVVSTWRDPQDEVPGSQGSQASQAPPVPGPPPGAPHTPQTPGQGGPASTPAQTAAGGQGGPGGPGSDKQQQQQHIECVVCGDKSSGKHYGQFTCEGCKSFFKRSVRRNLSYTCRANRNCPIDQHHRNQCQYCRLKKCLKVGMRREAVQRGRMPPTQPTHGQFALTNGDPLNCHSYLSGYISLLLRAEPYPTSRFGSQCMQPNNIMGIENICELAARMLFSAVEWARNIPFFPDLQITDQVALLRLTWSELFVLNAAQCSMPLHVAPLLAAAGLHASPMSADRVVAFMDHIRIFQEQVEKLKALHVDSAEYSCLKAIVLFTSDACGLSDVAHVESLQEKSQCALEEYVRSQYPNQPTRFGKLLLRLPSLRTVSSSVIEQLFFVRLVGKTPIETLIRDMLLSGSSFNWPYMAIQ
The depositor's hits bear a star; u = inconclusive; x = no result given; & = joins results of further samples. An excerpt; the hit share may differ from the screen's.

SMILES	NOD2-RIPK2 inh	LRH-1 inv ag	TROY signal inh	SRC2 inh	Vif inh	TLR9-MyD88 inh	SRC3 inh	EBV LMP1 NFkB	TRAIL sens C8	NCOA1 inh	NR2F2 inh
Cc1c(Cl)cccc1NC(=S)NCc1ccco1	-3	6	-3	26	11	0	24	1	18	-16	10
CN(c1ccccc1)S(=O)(=O)c1ccc(Cl)c(C(=O)NCc2ccccc2CN2CCCC2)c1	0	19	-12	3	23	4	10	-5	16	0	-1
CCCc1cc(=O)n2[nH]c(-c3cc(OC)c(OC)c(OC)c3)nc2n1	4	6	11	8	4	6	5	-2	6	0	-19
O=C(CSc1ncn[nH]1)Nc1c(Br)cc([N+](=O)[O-])cc1Br	1	12	-9	-21	-3	1	16	5	-11	-14	-11
Cc1cc(C(=O)NCc2csc(-c3ccccc3)n2)no1	1	-27	-45	-53	-4	-5	-45	-11	2	-52	-7
O=C(NCc1ccccc1Cl)NC(=O)c1csc([N+](=O)[O-])c1	1	-3	-2	-31	1	3	21	-6	-9	6	-21
Cc1ccc(S(=O)(=O)N2CCN(C(=O)CC(C)n3cncn3)CC2)cc1 (centres undefined)	7	3	12	-3	10	8	10	-1	13	0	25
N=c1c2c(-c3ccccc3)c(-c3ccccc3)oc2ncn1CCCN1CCOCC1	7	21	2	12	4	2	2	0	6	-19	7
O=C(NCCc1cnn(-c2ccccc2)c1)c1cc(COc2c(F)cccc2F)on1	-7	-9	-10	-32	0	2	-32	3	3	-19	8
N=c1ccn(Cc2ccc(Cl)c(Cl)c2)cc1	-9	9	16	16	26	-9	3	10	31	6	49*
N#Cc1ccc(COC(=O)c2ccc3c(c2)OCO3)cc1	-10	-4	-48	3	x	5	-5	x	9	-8	-9
COc1ccc(C2NC3=C(CCC3)C3(C#N)C4(N=C(N)C23C#N)OCCO4)cc1 (centres undefined)	-12	3	12	7	3	-11	19	8	6	-59	-12
Cc1cc(C)c(S(=O)(=O)N(C)CC(=O)N2CCCC2)c(C)c1	-10	-5	-27	-12	5	3	-11	0	4	5	-2
C=C[C@]1(C)C[C@@H](OC(=O)CSCCN(CC)CC)[C@]2(C)C(C)CC[C@]3(CCC(=O)[C@H]32)[C@@H](C)[C@@H]1O (some centres undefined)	-17&-7	6&25	3&-2	-14&-5	u	1&-9	-6&-8	6&2	-3&1	8&-15	11&9
COC(=O)c1ccc(C(=O)N2CCCC(N3CCN(c4ccc(F)cc4)CC3)C2)nc1 (centres undefined)	-2	-18	8	-5	-1	-19	-28	-6	-2	8	-11
CC(C)Cc1nc(Cl)c(C#N)c2c1CCCC2	-4	19	23	-1	-1	-3	17	2	-15	17	-1
O=[N+]([O-])c1cccc(Nc2nc(Cl)nc(Cl)n2)c1	-3	-3	-4	-23	0	1	11	-2	-5	-11	-12
CC1=CCC2C(=O)N(c3cccc(C(=O)NCc4ccccc4)c3)C(=O)C2C1 (centres undefined)	-3	-7	-1	22	-1	-9	5	3	38	1	7
CCNC(=O)CP(=O)(c1ccccc1)c1ccccc1	-11	-9	-18	16	2	-1	-12	-1	6	-8	-3
Cc1ccc(NS(=O)(=O)c2cccc(C(=O)NCCCN3CCCC3=O)c2)cc1	-3	15	-2	35	-6	-5	1	4	8	17	-16
Cc1ccc(S(=O)(=O)N2C[C@@H]3[C@H]4CC[C@H](C4)[C@@H]3[C@@H](C)[C@H]2C#N)cc1	-3	-3	5	2	7	-2	-17	6	-2	-8	-15
Cc1ccc(S(=O)(=O)Nc2cccc3c2O[C@@H](CN(C)C(=O)Nc2ccc4c(c2)OCO4)[C@H](C)CN([C@@H](C)CO)C3=O)cc1	-5	-25	-20	11	-1	-2	16	1	10	-9	4
COC(=O)c1ccccc1NC(=O)C1CC(=O)N(c2ccc(F)cc2)C1 (centres undefined)	-3	2	-8	-9	-2	6	-7	3	13	-11	-17
CO/N=C(\C(=O)N[C@@H]1C(=O)N2C(C(=O)O)=C(COC(N)=O)CS[C@H]12)c1ccco1	-3	-3	7	-31	0	-7	6	6	5	-4	-1
CC1=NN(c2ccc(C)cc2)C(=O)/C1=C\C=C\c1ccccc1	-2	14	-5	8	11	3	11	-6	3	1	0
CC(/C=N/n1c(COc2ccccc2)n[nH]c1=S)=C\c1ccco1	-11	-4	-3	21	-6	2	6	6	-18	-4	-9
CC(=O)c1ccc(O)c(CC=C(C)C)c1	4	9	15	-3	-1	-7	-8	-6	-8	-6	7
Cc1ccccc1OC(C)C(=O)Nc1cccnc1 (centres undefined)	-1	3	2	1	-9	3	3	-7	-5	-31	3
N#CC1(NC(=O)COC(=O)CSc2ccc(F)cc2)CCCCC1	-3	-4	5	-12	x	-5	3	4	-4	20	-1
O=C(CNCc1ccc(Cl)cc1)Nc1ccc(C(=O)N2CCCCC2)cc1	8	-13	6	-2	-4	-11	3	3	-5	8	13
CC(C)Nc1ncnc2[nH]ncc12	7	-2	-7	4	11	4	-3	-2	-7	12	10
COc1cc(C(=O)NC(CCSC)C(=O)OCc2cc([N+](=O)[O-])cc3c2OCOC3)cc(OC)c1OC (centres undefined)	-1	6	-15	-7	-5	0	12	8	-3	-4	-28
COc1cc(/C=C2/C(=N)N3N=C(CC(=O)N4CCOCC4)SC3=NC2=O)ccc1OC(C)c1ccccc1 (centres undefined)	5	-12	-27	-24	-1	-5	8	-1	-12	-17	16
Cc1cn([C@H]2C[C@H](O)[C@@H](/C=C/C(=O)NCc3ccc4c(c3)OCO4)O2)c(=O)[nH]c1=O	2	7	9	-7	-2	x	6	x	0	6	0
Cc1[nH]c2ccccc2c1C(=O)COC(=O)c1cccc(S(=O)(=O)N2CCCCC2)c1	-2	3	-9	12	-9	4	22	-1	9	-4	4
Clc1ccccc1OCc1nnc2n1CCCCC2	-4	-16	-14	-20	3	-7	-7	2	3	-8	1
C/C(=N/NC(=O)C1CCN(S(=O)(=O)c2ccc(C)cc2)CC1)c1cccc([N+](=O)[O-])c1	2	-12	2	-9	4	1	-10	9	2	1	2
Cc1ccccc1C(=O)NC(C)C1CC2CCC1C2 (centres undefined)	-13	6	-3	-17	38	4	1	-6	5	2	-14
CCOC(=O)Cc1nc2ccccc2[nH]1	-2	-5	13	-10	-5	-1	-1	1	-2	9	-2
CC(=O)c1cccc(Nc2nc(-c3sc(N)nc3C)cs2)c1	-8	16	10	-18	11	-2	-35	3	6	-11	-13
COc1cc(C2C(C(=O)c3ccc(C)o3)=C(O)C(=O)N2c2cc(C)on2)ccc1O (centres undefined)	-8	1	-10	-10	3	-6	5	1	-11	0	4
CS(=O)(=O)Nc1ccccc1C(=O)NCCSc1ccc(Cl)cc1	-2	-2	1	-5	-2	0	-9	-7	9	6	-7
COC(=O)[C@H](Cc1ccccc1)NC(=O)C1CCN(C(=O)[C@H](C)NS(=O)(=O)c2ccc(C)cc2)CC1	-5	7	1	1	16	9	11	4	7	9	20
COc1ccc(NC(=O)C(=O)NCCN2CCN(C(=O)c3cccs3)CC2)cc1	-9	7	-7	9	4	2	-5	18	-2	-23	13
Cc1cc(OCc2cc(C(=O)NC3CCC3)no2)cc(C)c1Cl	4	8	-7	x	4	2	9	0	15	29	x
COCCNC(=O)/C(C#N)=C/c1cn(CC(=O)NCc2ccco2)c2ccccc12	-13	-1	-11	20	22	3	-2	-2	-3	3	4
O=C(NCc1ccccn1)c1ccc(COc2ccc(Cl)cc2)o1	-68	-9	-7	0	x	0	-3	7	18	-41	17
Cc1cccc(NS(=O)(=O)c2cccc3nonc23)c1	1	9	5	x	1	6	-21	1	-2	-2	x
COCCNC(=O)[C@H](CSCc1ccccc1)N1Cc2ccccc2C1=O	-1	9	44	-2	-7	-6	14	-5	15	4	9
CCCC(=O)N1CCCC1(C)C(=O)Nc1ccc(-n2cccc2)cc1 (centres undefined)	8	-1	3	2	5	x	-6	x	9	5	8
COc1ccc(CCNC(=O)CCNC(=O)c2ccccc2Cl)cc1	3	10	-16	-7	-7	-4	2	-2	8	-33	-1
CC(OC(=O)/C=C/c1cccc(F)c1)C(=O)NC1CCCCC1C (centres undefined)	-4	2	3	-16	-3	-5	1	-4	2	3	5
S=C(N=Nc1ccccc1)NNc1ccccc1	-9	-113	-45	-57	-2	-2	-82	-53	14	-104	-47
CCOC(=O)C1(CCc2ccccc2)CCN(Cc2cnc(N(C)C)s2)CC1	-2	6	24	0	-7	-6	20	11	2	0	11
CCCS(=O)(=O)NC(=O)C1(C)CCN(C(=O)c2ccc3ccccc3c2)C1 (centres undefined)	15	0	8	x	x	x	2	x	-11	4	x
O=C(OCCCC(=O)N1CCOCC1)c1ccccc1	3	4	-21	-30	14	2	8	-1	-4	3	-7
COc1cc(NC(=O)Nc2nc(C(N)CCc3ccccc3)cs2)cc(OC)c1OC (centres undefined)	3	-20	39	-1	-5	x	3	x	15	-7	-4
CC1(C)NC(=O)N(CC(O)COc2ccc(-c3ccc(C#N)cc3)cc2)C1=O (centres undefined)	3	-4	6	-5	-4	-7	4	13	18	0	11
C#CCOCCOCCOCCNc1nc(N2CCN(C(=O)CCCCCCCCCCNC(=O)Cn3cc(CCCCCN)nn3)CC2)nc(N2CCN(C(=O)CCCCCCCCCCNC(=O)[C@@H](CCSC)n3cc(CCO)nn3)CC2)n1	13	2	-21	x	-3	12	-13	5	24	-2	x
CC(=O)C1C(c2ccc([N+](=O)[O-])cc2)C2C(C)=NN=C2CC1(C)O (centres undefined)	-12	-11	13	16	-5	-11	12	-3	9	0	2

New compounds follow
SMILES	NOD2-RIPK2 inh	LRH-1 inv ag	TROY signal inh	SRC2 inh	Vif inh	TLR9-MyD88 inh	SRC3 inh	EBV LMP1 NFkB	TRAIL sens C8	NCOA1 inh	NR2F2 inh
COc1ccc(CNC(=O)CN2C(=O)C3C4C=CC(C4)C3C2=O)cc1 (centres undefined)	-7	-12	-39	0	2	5	11	-3	-9	14	-8
CCOC(=O)c1sc2nc(C)nc(SCC(=O)N(CC)C3CCS(=O)(=O)C3)c2c1C (centres undefined)	-5	-4	12	-12	2	-7	15	5	12	2	-6
COc1ccc(C(=O)NCC2OCCc3ccccc32)cc1OC (centres undefined)	0	-28	-38	-18	2	7	-20	-9	-7	-1	13
O=C(CN1C(=O)c2ccccc2S1(=O)=O)Nc1ccc(S(=O)(=O)N2CCCC2)cc1	-7	12	-6	-33	x	0	7	-16	-32	-4	2
COc1cccc(-n2c(SC3CCOC3=O)nc3ccccc3c2=O)c1 (centres undefined)	-9	4	9	-15	x	2	-25	4	-1	-2	-2
CCN(c1cccc(C)c1)S(=O)(=O)c1cc(CN2C(=O)c3cccnc3C2=O)ccc1OC	-9	-2	-5	27	-1	-5	11	-1	-3	0	11
O=C(NCc1ccccn1)C(=O)Nc1nc(C23CC4CC(CC(C4)C2)C3)cs1	8	17	34	23	-3	0	-13	0	12	-17	0

Two compounds picked at random from those above, as already listed:
SMILES	NOD2-RIPK2 inh	LRH-1 inv ag	TROY signal inh	SRC2 inh	Vif inh	TLR9-MyD88 inh	SRC3 inh	EBV LMP1 NFkB	TRAIL sens C8	NCOA1 inh	NR2F2 inh
O=C(CNCc1ccc(Cl)cc1)Nc1ccc(C(=O)N2CCCCC2)cc1	8	-13	6	-2	-4	-11	3	3	-5	8	13
COCCNC(=O)/C(C#N)=C/c1cn(CC(=O)NCc2ccco2)c2ccccc12	-13	-1	-11	20	22	3	-2	-2	-3	3	4
